# Source: PubChem (several laboratories)
# Bcl-2 Bim block: human Bim-Bcl-2 interaction inhibition; 190,000 compounds, 0.06% hits; inhibition, % at 10 µM; P10415; Bead-based flow cytometry, Bim peptide-Bcl-2 binding; in the data active = inhibition above about 40%; inconclusive = no clear call, values can overlap the other calls;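 also: 0% = no compound wells with probe peptide and 100% = reference peptide inhibitor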
# Target sequence (P10415 whole entry, looked up): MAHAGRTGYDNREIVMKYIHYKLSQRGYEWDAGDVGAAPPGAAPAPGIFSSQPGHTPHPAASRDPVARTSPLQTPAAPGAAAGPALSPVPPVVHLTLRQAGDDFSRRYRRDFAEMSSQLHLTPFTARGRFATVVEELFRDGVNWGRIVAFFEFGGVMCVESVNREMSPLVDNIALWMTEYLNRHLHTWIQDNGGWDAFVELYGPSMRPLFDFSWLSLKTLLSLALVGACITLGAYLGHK
# RGS4-Gao reg: modulates binding of RGS4 to human Galphao; P09471; Multiplexed bead flow cytometry; actives lie on both sides; binding response (% of control), % at 10 µM; 220,000 compounds, 0.33% hits; in the data active = binding response below about 49% or above about 150%; inactive = in between;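 also: fluorescent Galphao activated with aluminum fluoride binding bead-coupled RGS4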
# Target sequence (P09471 whole entry, looked up): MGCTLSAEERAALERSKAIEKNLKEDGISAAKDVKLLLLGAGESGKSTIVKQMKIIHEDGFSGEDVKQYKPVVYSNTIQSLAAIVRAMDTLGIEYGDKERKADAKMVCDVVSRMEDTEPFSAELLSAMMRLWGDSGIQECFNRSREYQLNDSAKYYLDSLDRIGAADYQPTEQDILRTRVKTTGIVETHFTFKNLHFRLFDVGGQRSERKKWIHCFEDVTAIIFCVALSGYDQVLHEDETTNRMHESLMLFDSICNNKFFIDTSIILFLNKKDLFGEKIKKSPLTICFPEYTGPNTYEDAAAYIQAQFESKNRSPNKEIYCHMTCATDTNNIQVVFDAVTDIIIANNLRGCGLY
# RGS7-Gao: modulates binding of RGS7 to human Galphao; P09471; Multiplexed bead flow cytometry; actives lie on both sides; binding response (% of control), % at 10 µM; 220,000 compounds, 0.35% hits; AID 1439; in the data active = binding response below about 49% or above about 150%; inconclusive = no clear call, values can overlap the other calls; inactive = in between;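 also: fluorescent Galphao held in activated GDP-AlF4 state binding bead-coupled RGS7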
# Bfl-1 Bim block: human Bim-Bfl-1 interaction inhibition. Q16548. Bead-based flow cytometry, Bim-Bfl-1 binding inhibition. inhibition, % at 10 µM. 190,000 compounds, 0.12% hits;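 also: 0% = wells without compound plus tracer and 100% = blocker peptide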
# Bim-Bcl-W: human Bim-Bcl-W interaction inhibition. 190,000 compounds, 0.02% hits. AID 952. inhibition, % at 10 µM. bead-based flow cytometry, Bim peptide-Bcl-W binding;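 also: 0% = bound tracer without compound and 100% = peptide blocker; higher means less fluorescent Bim peptide bound to Bcl-W beads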
# Bcl-B Bim block: human Bim-Bcl-B interaction inhibition; inhibition, % at 10 µM; Q9HD36; bead-based flow cytometry, Bim peptide-Bcl-B binding; 190,000 compounds, 0.073% hits;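 also: 0% = tracer peptide without compound and 100% = reference inhibitor peptide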
# Bim-Bcl-XL: human Bim-Bcl-XL interaction inhibition; Q07817; Bim peptide-Bcl-XL binding, bead flow cytometry, fluorescence; inhibition, % at 10 µM; 190,000 compounds, 0.04% hits; AID 1007
# RGS8-Gao reg: modulates binding of RGS8 to human Galphao; P09471; multiplexed bead flow cytometry; actives lie on both sides; response (percent of control binding), % at 10 µM; 220,000 compounds, 0.34% hits; AID 1423; in the data active = response below about 60% or above about 140%; inactive = in between;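 also: Galphao activated as the GDP aluminium fluoride complex binding bead-coupled RGS8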
# Mcl1 Bid PPI: Mcl-1/Bid interaction inhibition | Q07820 | AID 1021 | TR-FRET Mcl-1/Bid-Dy647 peptide binding, 1536-well | 220,000 compounds, 0.97% hits | inhibition, % at 21.7 µM;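 active = compounds that cut the binding signal by more than half at the single screening dose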;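 also: His-tagged Mcl-1 with europium anti-His antibody binding Bid BH3 peptide; 0% = Mcl-1 plus peptide wells and 100% = peptide-only wells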
# Target sequence (Q07820 whole entry, looked up): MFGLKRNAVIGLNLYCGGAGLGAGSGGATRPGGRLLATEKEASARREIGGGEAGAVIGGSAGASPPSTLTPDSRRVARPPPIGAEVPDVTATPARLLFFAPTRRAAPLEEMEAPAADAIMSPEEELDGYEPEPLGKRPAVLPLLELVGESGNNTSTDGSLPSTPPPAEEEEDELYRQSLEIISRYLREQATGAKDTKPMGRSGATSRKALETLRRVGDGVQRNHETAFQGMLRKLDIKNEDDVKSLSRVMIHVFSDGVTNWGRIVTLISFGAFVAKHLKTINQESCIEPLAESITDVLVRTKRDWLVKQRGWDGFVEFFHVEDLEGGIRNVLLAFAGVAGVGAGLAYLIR
# GSH bead fluor: GSH bead compound fluorescence profile | GSH beads flow cytometry, compound fluorescence 488/530 nm; hits give high values | fluorescence (KMESF) at 10 µM | 190,000 compounds, 0.25% hits; in the data active = fluorescence above about 89;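 also: glutathione beads carrying GST-tagged Bcl family fusion proteins plus one bare bead set; values are compound well signal with DMSO vehicle wells as background; inactives centre near 16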
# Mcl-1 Bim block: disrupts Bim peptide binding to human Mcl-1. Bead-based flow cytometry, Bim peptide-Mcl-1 binding. inhibition, % at 10 µM. 190,000 compounds, 0.1% hits;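 also: 0% = no compound tracer wells and 100% = peptide blocker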
# Starred values were filed as active, the others as inactive; u = inconclusive; x = not tested or not shown. Rule as the data show it, unless noted: active = inhibition above about 40%. Not a hit list, and some 1.8% of all compounds hit somewhere here.
SMILES,Bcl-2 Bim block,RGS4-Gao reg,RGS7-Gao,Bfl-1 Bim block,Bim-Bcl-W,Bcl-B Bim block,Bim-Bcl-XL,RGS8-Gao reg,Mcl1 Bid PPI,GSH bead fluor,Mcl-1 Bim block
Cc1cccc(NC(=O)NCc2ccc3c(c2)OCO3)c1C,0,101,101,0,-3,-4,-5,100,12,10,0
Cc1ccc(NS(=O)(=O)c2cc(C(=O)Nc3cccc(N(C)S(C)(=O)=O)c3)ccc2C)c(C)c1,-4,105,101,-6,0,-4,-2,103,-7,10,0
O=C(CCn1nnc2ccccc2c1=O)N[C@@H](Cc1ccccc1)C(=O)O,-6,98,102,-14,-2,-9,-6,101,-1,28,-3
CCCC(C(=O)NC1CCCC1)N(CCCN1CCOCC1)C(=O)c1snc(C(N)=O)c1N (stereo not drawn),-3,108,106,-2,-5,-2,-5,105,-1,12,-2
O=C(Cc1ccccc1)Nc1nc(=O)c2ccccc2s1,0,94,100,-2,0,0,-2,89,-23,15,0
Cc1ccc(S(=O)(=O)N2CCN(Cc3nc4ccccc4[nH]3)CC2)cc1C,-11,98,95,-21,-5,-12,-11,97,-27,23,-7
Cc1ccc2[nH]c(=O)c(COC(=O)c3ccccn3)cc2c1,-10,108,106,-15,-2,-14,-10,107,12,29,-2
Cc1ccc(C)c(NC(=O)CN(C)C(=O)c2cccc(S(=O)(=O)N(C)C)c2)c1,-3,95,93,0,-3,-2,-3,102,-16,72,-2
COc1ccc(NC(=O)c2ccco2)cc1S(=O)(=O)N1CCOCC1,-5,96,96,1,-9,-1,-14,86,9,8,-26
CCOC(=O)C1=C(C)NC2=C(C(=O)CC(C)(C)C2)C1c1ccc2c(c1)CCCN2C (stereo not drawn),-4,103,105,-11,-3,-7,-6,103,-2,30,-6
Cc1ccc(C(=O)CSc2nnc(-c3ccncc3)n2C)cc1,-6,102,99,-7,0,-4,-5,102,1,21,0
COc1ccc(-c2cc(CNS(=O)(=O)c3ccc(F)cc3)on2)cc1,-9,95,u,-4,-3,-5,-4,94,-16,19,-4
COc1ccc(/C=N/NC(=O)c2cccc([N+](=O)[O-])c2)cc1O,-5,102,u,-1,-1,-2,0,100,-31,20,0
Cc1cc(NC(=O)CCCC(=O)NCc2cccs2)no1,0,100,101,-1,-2,-7,-2,99,-15,32,-2
Cn1c(N)c(C(=O)COC(=O)CSc2ccccc2)c(=O)n(C)c1=O,-5,100,101,-18,-3,-9,-10,101,-2,18,-6
CC(NC(=O)NCC1CCCO1)(C(F)(F)F)C(F)(F)F (stereo not drawn),-3,102,101,-5,2,-1,0,100,-10,9,3
CC(C)(C)c1nc(CN2CCOCC2)ccc1O,-12,101,107,-12,1,-8,-4,101,2,19,-1
Cc1cc(C)nc(NS(=O)(=O)c2ccc(NC(=O)C3CC(=O)N(c4ccccc4)C3)cc2)n1 (stereo not drawn),-2,62,80,-6,-1,0,-1,71,4,57,-2
COc1ccc(CN(C(=S)Nc2ccccc2)C2CC(=O)N(c3ccc(F)cc3)C2=O)cc1 (stereo not drawn),-10,98,99,-8,-3,-7,-8,104,22,30,-5
Cc1cccc2sc(NNC(=O)c3ccc(S(=O)(=O)N4CCc5ccccc5C4)cc3)nc12,0,112,102,9,5,0,-1,121,-18,15,1
CC1(C)CC(=O)C2=C(C1)N(Cc1cccnc1)C(=O)C2(NC(=O)c1cccnc1)C(F)(F)F (stereo not drawn),-3,95,97,0,-2,-2,1,99,5,15,0
Cc1cc(Cl)ccc1Oc1cccc(C(=O)/C(C#N)=C/N(C)C)c1,-7,98,96,-17,-1,-11,-7,99,-3,32,-3
COc1ccc(C2CC(c3ccccc3)=NN2C(=O)COC(=O)c2cc(S(=O)(=O)N3CCOCC3)ccc2F)cc1 (stereo not drawn),1,107,98,1,0,0,0,114,-2,7,2
Cc1cc(C(=O)N/N=C/c2cccs2)no1,-5,100,104,-2,-5,-9,-9,100,-51,8,-8
CS(=O)(=O)c1ccc2nc(NC3(C(F)(F)F)N=C4SCCN4C3=O)sc2c1 (stereo not drawn),0,98,103,0,0,0,-1,102,-25,8,2

# Other results:
SMILES,Bcl-2 Bim block,RGS4-Gao reg,RGS7-Gao,Bfl-1 Bim block,Bim-Bcl-W,Bcl-B Bim block,Bim-Bcl-XL,RGS8-Gao reg,Mcl1 Bid PPI,GSH bead fluor,Mcl-1 Bim block
COc1ccc(/C=N/NC(=O)CC(=O)NC2CCCCC2)cc1,-4,103,104,-5,0,-2,-1,103,-4,12,0
Cc1cc(C)cc(NCc2cc3c(cc2[N+](=O)[O-])OCO3)c1,-6,95,97,2,1,-8,-7,102,-103,21,-3
Cc1ccc(Nc2nc(C)c(CCC(C)C)c(=O)[nH]2)cc1,0,100,102,0,-2,-3,-1,101,-16,16,0
Cc1ccc(C2CC(c3ccccc3)=NN2C(=O)CSc2nnc(-c3ccncc3)n2C)o1 (stereo not drawn),10,96,96,20,14,3,24,89,-23,12,19
O=C(CCCc1cccs1)Nc1nc2c(s1)CCCC2,-9,90,91,-10,-4,-10,-6,95,-13,22,-5
Cc1ccc(C)c(S(=O)(=O)N2CCN(CC(=O)NC(=O)NCc3ccccc3)CC2)c1,0,102,107,1,0,0,-1,103,-11,18,-1
CCCCn1c(SCC(N)=O)nc2ccc(N3CCOCC3)cc2c1=O,0,97,101,0,0,-2,-1,97,-98,13,0
COc1ccc(/C=N/n2cnnc2SCc2ccc(OC)cc2)cc1,-8,86,92,-3,-6,-4,-7,91,-13,11,-9
COc1cc(C2NC(=O)NC(C)=C2C(=O)OC(C)(C)C)ccc1OCC(=O)O (stereo not drawn),-4,110,119,-7,5,-6,3,107,-22,46,0
CCN(CC)CCn1c(NCc2cc(OC)ccc2OC)nc2ccccc21,0,101,101,-2,-4,-3,-3,101,20,16,-3
Cc1cc(=O)oc2cc(OCC(=O)OCC(=O)Nc3ccc(C(C)C)cc3)ccc12,-5,93,95,-1,-2,-5,-2,87,4,10,-4
CNCc1ccccc1Sc1cccc2ccccc12,-16,101,106,-7,-4,-15,-7,106,-12,15,0
CCOC(=O)N1CCN(C(=O)CN(c2cccc(C(F)(F)F)c2)S(C)(=O)=O)CC1,-4,94,99,-2,-2,-1,-1,97,-12,17,-1
O=C(Cn1nnc(-c2ccccc2)n1)OCc1ccccc1,-8,102,101,-16,0,-9,-9,99,-7,38,-3
COc1ccc(CNC(=O)CCSCc2cccc(Cl)c2)c(OC)c1,-9,101,100,-13,-1,-10,-5,100,-13,17,-3
CN(C(=O)Cn1cccc1C1=NC(c2ccccc2)CO1)c1ccccc1 (stereo not drawn),-2,103,102,-12,-3,-9,-2,104,-23,11,-1
COc1c2c(nc3occc13)C(CC=C(C)C)(OC)C(=O)C=C2 (stereo not drawn),-2,97,93,-3,0,0,-2,99,-2,12,-2
Cc1onc(C(=O)N2CCN(Cc3ccccc3)CC2)c1[N+](=O)[O-],-4,101,104,-1,-3,-4,-8,105,-3,14,-4
CCCCN1C(=O)C(NC(=O)C2CC2)(C(F)(F)F)C2=C1CC(C)(C)CC2=O (stereo not drawn),-2,106,104,-2,0,-1,-2,103,-26,11,-2
CCOc1ccc(C2/C(=C(/O)c3ccc(OC)cc3)C(=O)C(=O)N2c2cc(C)on2)cc1OC (stereo not drawn),-2,113,109,-4,-2,-2,-4,106,-56,9,-2
COc1ccc2nc3c(cc2c1)c(NC(=O)C1CCCO1)nn3CC(C)C (stereo not drawn),-3,102,98,-11,2,-6,-2,102,21,11,3
CCCCC(=O)NNC(=S)NC(=O)c1ccc([N+](=O)[O-])cc1,-6,101,105,-2,-7,-32,-10,103,-83,15,-7
CCC(CC)C(=O)Nc1cc([N+](=O)[O-])ccc1Cl,1,99,103,0,0,0,-3,99,-15,20,0
O=C(Nc1c(-c2ccccc2)nc2ccccn12)c1cccs1,-1,91,90,0,-2,-7,-3,97,-9,5,-4
CN(CCOc1ccccc1)c1ccc(S(=O)(=O)N2CCCCC2)cn1,-11,100,100,-15,-1,-7,-8,102,-6,36,-2

# Later entries
SMILES,Bcl-2 Bim block,RGS4-Gao reg,RGS7-Gao,Bfl-1 Bim block,Bim-Bcl-W,Bcl-B Bim block,Bim-Bcl-XL,RGS8-Gao reg,Mcl1 Bid PPI,GSH bead fluor,Mcl-1 Bim block
COc1ccc(F)cc1S(=O)(=O)N1CC(C)CC(C)C1 (stereo not drawn),0,102,102,0,-7,-5,-10,100,-11,18,1
COc1cccc(-c2csc(N3CCN(C(=S)Nc4cccc(Cl)c4)CC3)n2)c1,0,104,99,2,0,0,0,107,89*,23,0
O=C(NS(=O)(=O)Oc1cccc(Cl)c1Cl)OC[C@@H]1CCCN2CCCCC12 (stereo partly drawn),1,102,102,1,0,-5,-4,101,5,24,-2
Cc1ccccc1-c1nc2sc3c(c2c(=O)o1)CCC3,u,99,100,x,x,x,x,110,-4,30,x
NC(=O)c1ccsc1NC(=O)c1ccc(S(=O)(=O)N2CCCC2)cc1,-2,106,103,-9,2,-5,0,108,-21,10,0
Fc1ccc(N2CCN(Cc3cnc(Cl)s3)CC2)cc1,0,102,107,-1,2,2,0,102,-29,10,2
CC(C)(C)c1ccccc1N=Cc1ccc2ccccc2n1,-5,101,101,-6,-6,-6,-12,100,0,33,-5
COc1cc([N+](=O)[O-])ccc1NC(=O)CSc1ccccn1,5,102,101,2,-3,4,1,100,-7,11,23
O=C(NCc1nnc2n1CCCCC2)c1ccc(Cl)cc1Cl,-7,99,100,-16,0,-8,-2,99,-11,30,-3
Cc1ccnc(NC(=O)COc2ccccc2[N+](=O)[O-])c1,-2,102,110,-5,-3,-1,-3,103,-22,15,0
O=C(/C=C(/c1ccc(Cl)cc1)n1cncn1)c1ccccc1,1,100,104,0,-1,-1,2,104,-4,23,-2
Cc1nnc(SCC(=O)Nc2cc(C(C)(C)C)nn2-c2ccccc2)s1,1,101,104,1,0,-2,-1,103,-18,6,0
CCNC(=S)N(Cc1c(C)noc1C)c1ccccc1,-11,102,101,-11,-2,-5,-4,97,-34,10,-1
COc1cc([N+](=O)[O-])c2nccnc2c1,-5,97,102,-5,-5,-1,-5,102,-7,11,-2
Cc1n(CC(O)COCc2ccccc2)c2ccccc2[n+]1C (stereo not drawn),0,100,96,-4,4,-5,0,98,-10,10,0
COc1cc2cc(C(c3nnnn3C3CCCC3)N3CCc4ccccc43)c(=O)[nH]c2cc1OC (stereo not drawn),0,101,97,0,-1,-1,-1,100,-9,14,0
CCCCOCCCNC(=O)Cc1cccs1,-4,102,103,-4,-2,-5,-2,100,-8,16,-3
O=C(O)CCN1CC2([N+](=O)[O-])C=CC(=O)C([N+](=O)[O-])(C1)C2CC(=O)c1ccccc1 (stereo not drawn),-6,100,97,-12,-2,-9,-4,102,-62,16,0

# Part of the list above in a different format:
SMILES	Bcl-2 Bim block	RGS4-Gao reg	RGS7-Gao	Bfl-1 Bim block	Bim-Bcl-W	Bcl-B Bim block	Bim-Bcl-XL	RGS8-Gao reg	Mcl1 Bid PPI	GSH bead fluor	Mcl-1 Bim block
Cc1nnc(SCC(=O)Nc2cc(C(C)(C)C)nn2-c2ccccc2)s1	1	101	104	1	0	-2	-1	103	-18	6	0
CCNC(=S)N(Cc1c(C)noc1C)c1ccccc1	-11	102	101	-11	-2	-5	-4	97	-34	10	-1
COc1cc([N+](=O)[O-])c2nccnc2c1	-5	97	102	-5	-5	-1	-5	102	-7	11	-2
Cc1n(CC(O)COCc2ccccc2)c2ccccc2[n+]1C (stereo not drawn)	0	100	96	-4	4	-5	0	98	-10	10	0
